IEC-6 tox: kills IEC-6 intestinal cells in KLF5 counter-screen; IEC-6 cytotoxicity, luminescence viability; inhibition, % at 5 µM; 290,000 tested, 0.78% active; AID 1825; in the data active means inhibition above about 22%;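 further: 0% = plate median of test compound wells and 100% = cytotoxic reference compound wells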
HIF activator: HIF pathway transcriptional activation; U2OS HRE-luciferase reporter, luminescence; normalized: DMSO 0%, desferrioxamine 100%; activation, % at 7.5 µM (by protocol); 300,000 tested, 0.32% active;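 active means mean activation of at least 10% of the iron chelator positive control signal, with at least half of replicates also reaching 10%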
TRPC6 inhibitor: inhibitors of mouse TRPC6 channel; Q61143; HEK293-TRPC6, membrane potential dye, ACh-evoked depolarization; hits give low values; B-score at 10 µM; 310,000 tested, 1.1% active; AID 2553;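 active means B-score under library mean minus 3 SD, initial fluorescence not abnormally high, positive integrated signal ratio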;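 further: B-score derived from integrated fluorescence ratio over the kinetic read; more negative B-score means stronger inhibition of depolarization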
TRPC4 agonist: opens the mouse TRPC4 cation channel. B-score at 10 µM. HEK293 TRPC4beta/mu-opioid, Fluo4 calcium fluorescence; hits give high values. 310,000 tested, 0.49% active. Q9QUQ5;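 active means B-score above 5 SD of library B-scores, and initial fluorescence ratio not above library mean plus 5 SD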;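 further: positive B-score marks a calcium rise read as TRPC4 activation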
Target sequence (Q9QUQ5 whole entry, looked up): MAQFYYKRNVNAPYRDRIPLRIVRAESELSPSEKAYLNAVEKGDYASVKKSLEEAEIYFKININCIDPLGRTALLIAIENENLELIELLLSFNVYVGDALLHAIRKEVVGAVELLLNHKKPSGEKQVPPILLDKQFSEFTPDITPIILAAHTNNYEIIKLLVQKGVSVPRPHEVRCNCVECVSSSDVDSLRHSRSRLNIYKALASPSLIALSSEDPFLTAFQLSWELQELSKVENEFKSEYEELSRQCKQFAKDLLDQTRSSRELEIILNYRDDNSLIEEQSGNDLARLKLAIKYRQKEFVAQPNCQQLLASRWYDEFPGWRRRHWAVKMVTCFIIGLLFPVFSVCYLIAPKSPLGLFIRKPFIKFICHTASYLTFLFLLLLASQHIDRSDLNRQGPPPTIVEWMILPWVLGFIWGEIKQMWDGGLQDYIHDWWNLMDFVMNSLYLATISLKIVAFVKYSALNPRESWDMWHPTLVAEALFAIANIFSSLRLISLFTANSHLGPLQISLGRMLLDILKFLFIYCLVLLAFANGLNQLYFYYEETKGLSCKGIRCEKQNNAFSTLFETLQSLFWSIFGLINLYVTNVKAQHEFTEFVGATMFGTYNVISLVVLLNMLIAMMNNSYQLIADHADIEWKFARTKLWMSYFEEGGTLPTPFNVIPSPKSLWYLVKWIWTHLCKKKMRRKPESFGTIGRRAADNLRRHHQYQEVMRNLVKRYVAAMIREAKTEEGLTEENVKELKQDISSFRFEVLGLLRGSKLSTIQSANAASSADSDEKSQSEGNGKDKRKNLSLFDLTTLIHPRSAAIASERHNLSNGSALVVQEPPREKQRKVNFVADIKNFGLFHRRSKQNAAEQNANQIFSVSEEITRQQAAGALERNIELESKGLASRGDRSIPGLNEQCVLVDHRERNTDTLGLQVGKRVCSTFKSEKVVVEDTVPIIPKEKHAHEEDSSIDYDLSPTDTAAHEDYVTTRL
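system = HEK293 cells stably co-expressing mouse TRPC4beta and mu-opioid receptor | schedule = Fluo4 dye loading 45 min at room temperature, 110 s recording | measure = B-scored integrated calcium fluorescence ratio | signal = Fluo4 calcium-sensitive dye fluorescence, kinetic, 1 Hz baseline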
KLF5 inhibitor: suppresses KLF5 promoter-driven expression. DLD-1 KLF5 promoter-luciferase reporter, luminescence. inhibition, % at 5 µM. 290,000 tested, 0.23% active. AID 1700;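 active means inhibition above a per-plate limit of that plate's mean compound inhibition plus 3 SD, cut at about 60% in these data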;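 further: 0% = DMSO wells and 100% = LY294002 at 200 µM; higher means less KLF5 promoter-driven luciferase light; inactives centre near -14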
aSyn UTR inh: 5' untranslated region of α-synuclein, MLPCN primary screen; alpha-synuclein 5'UTR reporter, inhibitor activity; inhibition, % (tested at 7.5 µM); 300,000 tested, 0.82% active; in the data active means inhibition above about 60%;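 further: H4 neuroglioblastoma cells stably carrying SNCA 5'UTR luciferase fusion; 0% = DMSO wells and 100% = positive control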
TRPC4 block: inhibitors of mouse TRPC4 channel. HEK293 TRPC4beta/mu-opioid, DAMGO-evoked Fluo4 calcium flux; hits give low values. B-score at 10 µM. 300,000 tested, 0.39% active. AID 2247;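 active means B-score over 3 SD under the library average, no early fluorescence shift, positive overall ratio signal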
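Assay system: Stable TRPC4beta/mu-opioid receptor HEK293 cells | Reagent: DAMGO in two steps, submaximal then maximal | Compound dosing: Single concentration per test compound | Signal: Fluo4 Ca2+ flux fluorescence | Evaluation: Per-well B score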
MrgX1 antag: human MrgX1 receptor antagonism, primary screen | MRGX1-HEK293 calcium flux, Fluo-4, BAM8-22 antagonism; hits give low values | B-score at 10 µM | 310,000 tested, 1.3% active | AID 588676;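 active means calcium-response B-score plate-corrected more than 3 library SD below zero, starting fluorescence within 5 deviations, no agonist response on first addition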;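 further: peak minus trough fluorescence over baseline after final BAM8-22 challenge near maximal dose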
SKKanGAS inh: blocks kanamycin growth of S. pyogenes SKKanGAS strain; inhibition, % at 7.5 µM; AID 1662; 300,000 tested, 1.3% active; BacTiter-Glo, 6 h;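 active means mean replicate score, as percent of positive control median, at least 50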;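 further: strain carries kanamycin resistance gene driven by streptokinase promoter and grows in 40 µg/ml kanamycin; loss of luminescence reflects streptokinase promoter inhibition or plain growth inhibition; 0% = median of DMSO wells and 100% = positive control at its reference dose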
TRPC4 potent: allosteric potentiators of mouse TRPC4 channel; Q9QUQ5; HEK293 TRPC4beta/mu-opioid, DAMGO EC20, Fluo-4 Ca2+ flux; hits give high values; B-score at 10 µM; 310,000 tested, 0.42% active;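 active means B-score of calcium response area above 5 SD of library B-scores, with initial fluorescence ratio within 5 SD of library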;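 further: B-score of integrated fluorescence ratio over time as area under calcium response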
TRPC6 activator: mouse TRPC6 channel activation | HEK293-TRPC6 membrane potential dye fluorescence; hits give high values | B-score at 10 µM | 310,000 tested, 0.13% active;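 active means B-score of the integrated fluorescence ratio above library mean plus 3 SD, and starting fluorescence ratio within library mean plus 5 SD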;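 further: higher score means more depolarization so channel activation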
* hit, by the source's call; i = inactive; . = no result given. Hits appear at their usual frequency, and some 5.8% of all compounds hit somewhere here.

smiles,TRPC4 potent,SKKanGAS inh,aSyn UTR inh,TRPC4 agonist,IEC-6 tox,TRPC4 block,MrgX1 antag,TRPC6 activator,KLF5 inhibitor,HIF activator,TRPC6 inhibitor
O=C1C2C3C=CC(CC3)C2C(=O)N1c1cccc(C(F)(F)F)c1 (stereo unspecified),i,1,5,i,0,i,i,i,-53,1.5,i
Cn1c(=O)c2c(-c3ccccc3)n(-n3cnnc3)cc2n(C)c1=O,i,1,13,i,4,i,i,i,7,0.6,i
CC(=O)Nc1ccc(S(=O)(=O)N2CCN(CCc3ccccc3)CC2)cc1,i,-10,-4,i,-4,i,i,i,-30,0.5,i
COc1ccc2cc(C(=O)C3CCCN(C(=O)c4ccnn4C)C3)ccc2c1 (stereo unspecified),i,3,-24,i,-5,i,i,i,-38,0.4,i
COc1cccc(C(=O)COc2ccc(NC(=O)c3ccccc3)cc2)c1,i,1,8,i,-6,i,.,i,-7,2.2,i
O=C(C[n+]1ccccc1)c1ccc(-c2ccccc2)cc1,i,10,-32,i,-6,i,i,i,-16,1.9,i
CCC(C)N1C(=O)CCC1C(=O)N1CCN(c2ccc(F)cc2)CC1 (stereo unspecified),i,-5,26,i,-2,i,i,i,-5,-0.2,i
Cc1cccc(NC(=S)N2CCN(S(=O)(=O)c3ccccc3)CC2)c1,i,.,.,i,1,i,i,i,8,.,i
CCc1nnc(SCC(=O)Nc2nnc(C)s2)n1CC1CCCO1 (stereo unspecified),i,-5,12,i,-4,i,i,i,-62,-0.4,i
CC1(C)CC(=O)C2=C(C1)Oc1nc3ccccc3cc1C2C(C#N)C#N (stereo unspecified),i,-3,29,i,6,i,i,i,-23,0.3,i
O=C(N1CCOCC1)N1CCCC(c2nc(-c3cccs3)no2)C1 (stereo unspecified),i,2,-23,i,3,i,i,i,-24,0.8,i
CC(C)CNC(=S)NNC(=O)c1ccco1,i,8,-19,i,-5,i,i,i,-38,-0.1,i
O=C(COC(=O)/C=C/c1ccccc1Cl)NCc1ccccc1,i,-6,-17,i,0,i,i,i,-9,0.0,i
Cc1ccc(NC(=O)N2C3CCCC2CC(NC(=O)C2CC2)C3)cc1 (stereo unspecified),i,2,-2,i,0,i,i,i,6,-4.7,i
Clc1ccc(CSc2nnnn2-c2ccc3c(c2)OCO3)c(Cl)c1,i,8,16,i,-4,i,i,i,-32,0.2,i
Cn1c(CN2CCN(c3cccc(Cl)c3)CC2)nc2ccccc21,i,23,-10,84*,2,i,i,i,7,-0.2,i
COc1ccccc1C(CNC(=O)c1cc(C)nc2ccccc12)N(C)C (stereo unspecified),i,1,5,i,2,i,i,i,5,0.9,i
Fc1ccc(-c2n[nH]c(=S)n2/N=C/c2c[nH]c3ccccc23)cc1,i,2,25,i,12,i,i,i,0,0.2,i
COCc1cc(C)nc(N2CCc3ccccc32)c1C#N,i,3,-5,i,-2,i,i,i,-12,0.0,i
CCn1c(SCC(=O)Nc2cccc(OC)c2)nc2c(c1=O)SCC2,i,-10,18,i,.,i,i,i,.,-0.2,i
CCOc1ccccc1NC(=O)CSc1nc2ccccc2nc1N1CCOCC1,i,3,26,i,7,i,i,i,9,-0.3,i
COc1cc(NC(=O)c2ccccc2Cl)ccc1NC(=O)c1ccco1,i,9,-195,i,0,i,i,i,-110,2.5,i
O=C(O)/C=C/C(=O)NC1CCS(=O)(=O)C1 (stereo unspecified),i,-15,9,i,-4,i,i,i,-15,0.7,i
CC1=C(C(=O)NC(C)c2ccccc2)C2(CCC(C)CC2)OC1=O (stereo unspecified),i,-5,1,i,4,i,i,i,-16,0.0,i
Cc1cc(C)c2c(N=CN(C)C)c(C(=O)N3CCN(c4ncccn4)CC3)sc2n1,i,-1,23,i,0,i,i,i,4,-0.1,i
O=C(NCC(=O)N1CCN(S(=O)(=O)c2ccccc2)CC1)c1ccc(Br)o1,i,8,13,i,.,i,i,i,.,-0.2,i
Cc1ccc(NC(=S)N2CCc3[nH]c4ccccc4c3C2)cc1,i,-9,-31,i,4,i,i,i,-27,0.8,i
Cc1ccc(N(CC(O)CN2CCCC2)S(=O)(=O)c2ccccc2)cc1 (stereo unspecified),i,1,-8,i,-5,i,i,i,-18,.,i
N/C(=N\OC(=O)COc1ccc([N+](=O)[O-])cc1)c1cccnc1,i,-5,-31,i,2,i,i,i,-11,0.2,i
Cc1c(CN2CCCC(C(=O)Nc3cccc(-n4cccn4)c3)C2)cnn1C (stereo unspecified),i,-1,30,i,-5,i,i,i,-11,0.3,i
CCN1CCN(Cc2c(O)ccc3c2O/C(=C\c2ccccc2)C3=O)CC1,i,5,-17,i,-4,i,i,i,-38,-0.2,i
COc1ccc(C(=O)/C=C/c2ccc(O)cc2)c(O)c1CC=C(C)C,i,89*,-41,i,-11,i,i,i,-23,-0.8,i
c1cc2nnnn2nc1N1CCCCC1,i,2,12,i,6,i,i,i,2,0.2,i
CNC(=S)N/N=C(\C)c1ccc(Cl)s1,i,3,7,i,3,i,i,i,-2,0.2,i
CCCn1nnnc1SCC(=O)N1CCCCC1,i,1,11,i,4,i,i,i,-39,0.9,i
O=C(NC(=S)NCCCN1CCOCC1)c1ccc(Br)cc1,i,-4,0,i,2,i,i,i,-11,0.8,i
O=C(O)c1ccn2c(C(=O)c3ccc(Cl)cc3)c(-c3ccccc3)cc2c1,i,11,23,i,-4,-6*,i,i,-21,-0.5,i
CC(C)(C)OC(=O)N1CCC[C@H]1c1nnc(SCc2ccccc2Cl)o1,i,1,7,i,0,i,i,i,2,-0.4,i
Nc1ccc(C(=O)OCC(=O)Nc2ccc([N+](=O)[O-])cc2C(F)(F)F)cc1,i,6,-43,i,0,i,i,i,-13,1.6,i
c1cc(-c2cc3cc(N4CCOCC4)ccc3o2)cs1,i,-2,48,i,.,i,i,i,.,4.5,i
O=C(/C=C/c1ccccc1)N1CCC(N2CCC(C(=O)N3CCOCC3)CC2)CC1,i,3,-24,i,7,i,i,i,18,0.1,i
COc1ccccc1OCC(=O)NCCSCc1ccccc1Cl,i,-16,-8,i,2,i,i,i,1,0.0,i
COc1ccc(-c2c(-c3ccc(OC)c(C)c3O)n[nH]c2C)cc1,i,47,0,i,-8,i,i,i,-13,-10,i
CC(=O)N1CCN(C(=O)c2cc(-c3cccc4ccccc34)nc3ccccc23)CC1,i,1,22,i,3,i,i,i,5,-0.4,i
Cc1nc(-c2ccc(NC(=O)/C=C\C(=O)O)cc2)cs1,i,7,-12,i,0,i,i,i,-46,-0.3,i
CCOC(=O)CN1C(=O)C2Cc3ccccc3CN2C1=S (stereo unspecified),i,-3,-3,i,2,i,i,i,-1,0.1,i
Cc1ccc(S(=O)(=O)N2CCN(C(=O)c3ccccn3)CC2)c(C)c1,i,-6,12,i,-2,i,i,i,-47,-0.1,i
CC1(C)CC(=O)C2=C(C1)N(CCN1CCOCC1)C1=C(C(=O)CC(C)(C)C1)C2c1ccc(Cl)cc1,i,6,-25,i,2,i,i,i,-35,-1.1,i
CCC(C)NC(=O)Nc1ccc(F)c(Cl)c1 (stereo unspecified),i,1,-30,i,2,i,i,i,-51,0.4,i
O=C(NCCNc1cc(Cl)ccc1[N+](=O)[O-])c1ccco1,i,-3,23,i,-1,i,i,i,-17,-0.1,i

Next section
smiles,TRPC4 potent,SKKanGAS inh,aSyn UTR inh,TRPC4 agonist,IEC-6 tox,TRPC4 block,MrgX1 antag,TRPC6 activator,KLF5 inhibitor,HIF activator,TRPC6 inhibitor
Cc1nc2cc(S(=O)(=O)N3CCC(C(=O)O)CC3)ccc2n1C1CCCC1,i,0,13,i,7,i,i,i,-4,-0.1,i
CN(Cc1ccccc1)Cc1nc2c([nH]1)c(=O)[nH]c(=O)n2C,i,-3,14,i,5,i,i,i,3,-0.2,i
CC1CN(CCCCSc2ccc(Cl)cc2)CC(C)O1 (stereo unspecified),i,4,8,i,-2,i,i,i,-30,-0.4,i
Cc1ccc(C)c(OCC(=O)Nc2ccccc2N2CCCC2)c1,i,39,15,i,-5,i,i,i,-26,-0.3,i
CCOc1cc(/C=N/NC(=O)OC)ccc1OCCSc1ccc(Cl)cc1,i,5,28,i,2,i,i,i,-22,-0.4,i
CCOc1ccc2[nH]c(=O)c(CN(Cc3cccs3)C(CC)c3nnnn3C(C)(C)CC)cc2c1 (stereo unspecified),i,10,37,i,-10,i,.,i,-42,1.6,i
Cc1nc(N2CCN(c3ccccn3)CC2)c2c(C)c(C(=O)Nc3ccc(F)cc3Cl)sc2n1,i,-23,1,i,11,i,i,i,-30,0.5,i
CCOC(=O)c1ccc(NC(=O)CCNS(=O)(=O)c2cccs2)cc1,i,6,3,i,2,i,-5.4*,i,-12,0.1,i
CCN1CCN(CCCNC(=O)C2CCN(c3nnc(-n4cccc4)s3)CC2)CC1,i,-7,-19,i,-4,i,i,i,-5,0.2,i
CN=c1scc(-c2ccccc2F)n1/N=C(\C)c1cccnc1,i,-4,-163,i,3,i,i,i,-56,1.3,i
CCOC(=O)NC(=S)Nc1ccc(OC)cc1,i,2,-36,i,-1,i,i,i,-8,1.4,i
CCOC(=O)C1CCCN(Cc2cc(=O)oc3cc(C)c(C(C)C)cc23)C1 (stereo unspecified),i,2,36,i,8,i,i,i,-33,-0.4,i
CC1(C)CC(=O)CC2(C1)NCC(c1ccccc1)c1c2[nH]c2ccccc12 (stereo unspecified),i,12,-11,i,-12,i,i,i,1,-0.7,i
O=C1/C(=C/c2ccccc2)N=C(N2CCOCC2)N1c1cccc(Cl)c1,i,9,3,i,4,i,i,i,-4,-0.5,i
CN1CCN(CCC(=O)Nc2ccc(C3CCCC3)cc2)CC1,i,4,15,i,2,i,i,i,-5,-1.1,i
O=[N+]([O-])c1ccc(OCCO)nc1,i,-4,-2,i,4,i,i,i,-8,-0.1,i
Cc1cc(N/N=C/c2ccccc2)nc(N)n1,i,-1,-47,i,-1,i,i,i,-36,1.7,i
CCOC(=O)C1CCCN(C(=O)c2cc(-c3ccc(C)cc3)on2)C1 (stereo unspecified),i,-12,12,i,-6,i,i,i,-62,0.0,i
